Screening data deposited in PubChem by several laboratories.
NR5A2 inv ag = LRH-1 (NR5A2) inverse agonists, primary screen, cell-based, luminescence, HEK293T, StAR-luciferase reporter | Nuclear receptor subfamily 5 group A member 2 (Homo sapiens), O00482 | LRH-1 transfected, 24 h | inhibition, % at 3.6 µM | 360,000 compounds, 0.13% hits;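 active = inhibition above the mean inhibition of all tested compounds plus 3 SD, cut at about 73% in these data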;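 note: 0% = DMSO wells and 100% = reporter-only cells lacking LRH-1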
TWEAK Fn14 block = inhibitors of TWEAK-Fn14 signaling, primary screen, luciferase reporter cells, uHTS; TWEAK-stimulated Fn14 reporter cells, luciferase luminescence, 8 h; AID 1159606, 2016; inhibition, % at 10 µM; 360,000 compounds, 2% hits; in the data active = inhibition above about 50%
EBV LMP1 NFkB = EBV LMP1-driven NF-kappaB luciferase reporter inhibitors, primary screen, cell-based, luminescence, single point; LMP1-induced NF-kappaB luciferase reporter cells; inhibition, % at 12.5 µM; 350,000 compounds, 0.69% hits; in the data active = inhibition above about 41%;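 note: 0% = neutral control wells and 100% = reference inhibitor control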
CF NFkB block = inhibitors of PAF-induced NF-kB signaling, primary screen, cell-based, GFP fluorescence, uHTS. inhibition, % at 5 µM. KKLEB NF-kB-GFP reporter, GFP fluorescence overnight. AID 588850, 2011. 360,000 compounds, 0.86% hits;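 active = at least 50% inhibition at 5 µM, scaled per plate between neutral and stimulator controls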;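 note: PAF is a Pseudomonas aeruginosa culture filtrate used as stimulus; plate controls were PAF-stimulated DMSO wells for no effect and unstimulated DMSO wells for full effect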
KKLEB cytotox = cytotoxicity in KKLEB CF airway cells, primary screen, cytotoxicity control for CF NF-kB inhibitor project, cell-based, uHTS, fluorescence assay plates; KKLEB CF airway cells viability, ATPlite luminescence, overnight; active compounds read low; cells stimulated with P. aeruginosa culture filtrate; activity change (cytotoxicity), % at 5 µM; 360,000 compounds, 0.36% hits;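 active = corrected activity change at or below -50% at 5 µM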
TRAIL sens C8 = viability loss with TRAIL in NB7+C8 cells, primary screen, TRAIL sensitizer project, cell-based, ATPlite luminescence; AID 624354, 2012; 360,000 compounds, 1% hits; inhibition (viability loss, TRAIL sensitization), % at 10 µM;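 active = compounds causing at least 50% loss of cell viability in the single-dose screen, relative to plate controls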
TROY signal inh = inhibitors of TROY-driven NF-kB signaling, primary screen, Q293 LMP1-TROYcd cells, NF-kB luciferase, uHTS. Q293 LMP1-TROYcd NF-kB luciferase reporter, 4 h. inhibition, % at 10 µM. 360,000 compounds, 0.98% hits. AID 1347056, 2019;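 active = compounds whose plate-normalised and pattern-corrected inhibition of the luciferase reporter signal at the single screening dose is 50% or more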
NCOA1 inh = SRC1 coactivator transcriptional activity inhibitors, primary screen, cell-based, luminescence; HEK293 GAL4-SRC1 luciferase reporter; inhibition, % at 3.6 µM; 360,000 compounds, 0.12% hits; AID 588354, 2011;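 active = inhibition above the campaign mean plus 3 SD, with each screening campaign given its own cutoff, cut at about 60% in these data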;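 note: 0% = DMSO treated cells and 100% = gossypol at 36 µM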
Target sequence (Q15788 whole entry, looked up, the tested form may be a part): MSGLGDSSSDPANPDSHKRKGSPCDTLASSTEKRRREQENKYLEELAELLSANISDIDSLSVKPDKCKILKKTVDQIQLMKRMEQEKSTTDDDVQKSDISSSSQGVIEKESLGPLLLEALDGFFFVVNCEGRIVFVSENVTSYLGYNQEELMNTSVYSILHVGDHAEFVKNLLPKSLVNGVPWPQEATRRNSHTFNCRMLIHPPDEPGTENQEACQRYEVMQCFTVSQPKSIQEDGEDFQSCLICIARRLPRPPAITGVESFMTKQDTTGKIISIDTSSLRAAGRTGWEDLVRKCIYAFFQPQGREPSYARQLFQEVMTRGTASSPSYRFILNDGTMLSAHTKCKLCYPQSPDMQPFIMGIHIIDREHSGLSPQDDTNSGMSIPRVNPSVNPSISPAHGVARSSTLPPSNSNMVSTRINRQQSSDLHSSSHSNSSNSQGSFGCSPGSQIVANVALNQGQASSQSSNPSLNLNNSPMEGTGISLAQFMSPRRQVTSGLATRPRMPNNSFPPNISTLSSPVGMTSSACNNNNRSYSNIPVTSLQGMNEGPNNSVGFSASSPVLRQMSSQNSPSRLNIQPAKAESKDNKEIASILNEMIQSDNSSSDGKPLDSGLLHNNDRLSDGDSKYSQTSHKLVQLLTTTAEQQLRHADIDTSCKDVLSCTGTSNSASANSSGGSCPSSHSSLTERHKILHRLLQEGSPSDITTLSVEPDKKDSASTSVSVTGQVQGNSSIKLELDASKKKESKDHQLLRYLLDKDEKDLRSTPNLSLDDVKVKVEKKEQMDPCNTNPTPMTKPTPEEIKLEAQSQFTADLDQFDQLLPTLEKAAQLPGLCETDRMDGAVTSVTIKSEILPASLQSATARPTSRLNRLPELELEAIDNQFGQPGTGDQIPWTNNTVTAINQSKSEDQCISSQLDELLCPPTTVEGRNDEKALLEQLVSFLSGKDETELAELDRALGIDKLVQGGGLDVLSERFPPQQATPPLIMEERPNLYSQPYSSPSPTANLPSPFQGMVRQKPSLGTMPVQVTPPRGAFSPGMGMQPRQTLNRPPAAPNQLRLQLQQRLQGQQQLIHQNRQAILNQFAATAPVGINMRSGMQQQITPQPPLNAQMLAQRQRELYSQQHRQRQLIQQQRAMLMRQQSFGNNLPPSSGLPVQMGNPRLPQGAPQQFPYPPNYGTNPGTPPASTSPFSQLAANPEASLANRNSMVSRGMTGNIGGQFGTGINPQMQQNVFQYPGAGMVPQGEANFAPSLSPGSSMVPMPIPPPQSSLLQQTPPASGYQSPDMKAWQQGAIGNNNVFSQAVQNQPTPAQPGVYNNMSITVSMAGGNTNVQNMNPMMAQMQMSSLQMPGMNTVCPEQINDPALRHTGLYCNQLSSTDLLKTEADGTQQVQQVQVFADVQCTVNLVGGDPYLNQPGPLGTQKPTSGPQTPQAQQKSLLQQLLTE
SRC2 inh = inhibition of GAL4-SRC2 driven luciferase reporter, primary screen, SRC2 inhibitor project, cell-based, luminescence; AID 651957, 2012; inhibition, % at 9 µM; 370,000 compounds, 0.17% hits; HEK293 GAL4-SRC2 luciferase reporter; Nuclear receptor coactivator 2 (Homo sapiens), Q15596;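 active = inhibition above the mean inhibition of all tested compounds plus 3 SD, set per campaign, cut at about 52% in these data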;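 note: 0% = DMSO treated cells and 100% = cells given Gossypol at 36 µM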
COUP-TFII inh = NR2F2 transcriptional activity inhibitors, primary screen, cell-based, luciferase reporter, HEK293T, luminescence; 370,000 compounds, 0.7% hits; AID 686940, 2013; inhibition, % at 8.6 µM; HEK293T NGFI-A luciferase reporter;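 active = inhibition above a per-plate cutoff, mean inhibition of test wells between control levels plus 3 SD, cut at about 38% in these data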;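 note: cells cotransfected with COUP-TFII expression vector driving the NGFI-A reporter; 0% = median of COUP-TF2 test wells and 100% = reporter-only cells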
SRC3 inh = SRC3 coactivator transcriptional activity inhibitors, primary screen, cell-based, luminescence | Nuclear receptor coactivator 3 (Homo sapiens), Q9Y6Q9 | HEK293 GAL4-SRC3 luciferase reporter | inhibition, % at 3.6 µM | 360,000 compounds, 0.17% hits | AID 588352, 2011;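 active = inhibition above a per-campaign cutoff, the mean of all compounds plus 3 SD, cut at about 60% in these data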;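 note: 0% = DMSO-treated cells and 100% = gossypol-treated cells at 36 µM; higher means less SRC3-driven luciferase light from the GAL4 reporter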
* hit, by the source's call; . = no result given; & = joins results of further samples. This is a random part of the collection; overall some 4.2% were active at least once.

SMILES	NR5A2 inv ag	TWEAK Fn14 block	EBV LMP1 NFkB	CF NFkB block	KKLEB cytotox	TRAIL sens C8	TROY signal inh	NCOA1 inh	SRC2 inh	COUP-TFII inh	SRC3 inh
CC(C)NC(=O)COC(=O)C1CSC2(c3ccc(Br)cc3)CCC(=O)N12 (stereo not drawn)	5	15	6	3	3	-6	8	-57	-3	-13	22
Cc1cc(/C=C(\C#N)C(=O)NC2CCCCCC2)c(C)n1C	-29	-2	-16	-16	1	6	-59	-47	-40	-13	-1
COc1ccc(CCNC(=O)CN(Cc2ccc(Cl)cc2)S(C)(=O)=O)cc1	12	-6	-2	-10	-2	6	25	9	4	4	9
Cc1nc(-c2ccc(Cl)cc2)sc1C1(C)CC(c2ccc(Cl)cc2)=NO1 (stereo not drawn)	16	-14	1	10	7	-5	-12	16	10	9	-9
CC(C)(C)C(=O)OCc1ccc(C2=CC(=O)CC(C)(C)C2=O)cc1	-14	-1	-5	9	17	-14	-50	-5	-27	14	-6
O=C(Nc1nsc(-c2ccccc2)n1)c1cccs1	-155	38	-2	0	-1	51*	-13	-84	-57	-53	-104
O=C(CSc1ccc2ccccc2c1)NCc1cccs1	-2	-7	-8	7	1	-1	-24	-3	-1	-1	2
C=CCNc1nc2ccccc2c(=O)[nH]1	-3	16	0	0	-2	-3	9	3	6	-2	11
Cn1cc(CC(=O)N2CCN(c3ccc(Cl)cc3)CC2)c2ccccc21	-15	27	6	-7	0	-19	-7	-7	0	10	10
CCC(=O)n1nc(-c2ccc(Cl)cc2)nc1SC	-93	77*	-9	-1	-1	11	-31	-47	-37	-35	-40
NC(=O)C1CCN(C(=O)CNC(=O)c2ccccc2)CC1	-3	-11	-10	-7	-16	-4	-11	-8	-5	-16	5
O=C1[C@@H]2CSCN2C(=O)CN1Cc1ccccc1F	8	21	2	-8	4	-5	-17	3	4	-1	-6
Cc1cc(C)c(S(=O)(=O)c2ccccc2Cl)c(Cl)n1	-5	0	.	-3	5	-7	-1	5	16	-12	16
CN(CC(=O)O)S(=O)(=O)c1ccc(F)cc1	-7	8	-8	4	-10	-1	-11	8	11	3	-6
O=C1CCc2cc(S(=O)(=O)Nc3ccccc3F)ccc2N1	3	-3	-1	16	-13	-15	8	-7	13	-19	-8
Cc1cccc(Nc2nnc(SCC(=O)NC(=O)CN3CCCC3=O)s2)c1	-19	-7	1	-7	0	13	-10	-21	-23	-16	-12
CCCN1C2=C(C(=O)CC(C)(C)C2)C(c2ccc(F)cc2)C2=C1c1ccccc1C2=O (stereo not drawn)	-4	23	-1	3	2	7	4	5	8	7	8
Cc1cccc(C)c1NC(=O)C(c1ccccc1)N1CCN(C(=O)c2ccco2)CC1 (stereo not drawn)	11	17	0	-25	8	-7	16	15	-7	7	-8
Cc1cccc(C)c1NC(=O)c1cccc(N2C(=O)C3CCC(C)CC3C2=O)c1 (stereo not drawn)	-24	6	6	-31	-2	-17	0	-19	16	-7	-16
NNC(=O)c1ccc(COc2ccc(Br)cc2)o1	6	7	-3	-4	6	-18	-19	8	1	-33	4

Structures listed so far containing an aryl thioether with sulfur outside any ring (three):
SMILES	NR5A2 inv ag	TWEAK Fn14 block	EBV LMP1 NFkB	CF NFkB block	KKLEB cytotox	TRAIL sens C8	TROY signal inh	NCOA1 inh	SRC2 inh	COUP-TFII inh	SRC3 inh
O=C(CSc1ccc2ccccc2c1)NCc1cccs1	-2	-7	-8	7	1	-1	-24	-3	-1	-1	2
CCC(=O)n1nc(-c2ccc(Cl)cc2)nc1SC	-93	77*	-9	-1	-1	11	-31	-47	-37	-35	-40
Cc1cccc(Nc2nnc(SCC(=O)NC(=O)CN3CCCC3=O)s2)c1	-19	-7	1	-7	0	13	-10	-21	-23	-16	-12

Next part.
SMILES	NR5A2 inv ag	TWEAK Fn14 block	EBV LMP1 NFkB	CF NFkB block	KKLEB cytotox	TRAIL sens C8	TROY signal inh	NCOA1 inh	SRC2 inh	COUP-TFII inh	SRC3 inh
O=C(NCc1cccc(Br)c1)C1CC2Cn3c(nc4ccccc43)C2N1Cc1ccccc1 (stereo not drawn)	-10	-4	-5	-23	6	0	-4	-2	-26	-2	-12
COc1cccc(CNS(=O)(=O)c2ccc3c(c2)CC(C)N3C(=O)C2CC2)c1 (stereo not drawn)	-24	-5	18	-8	4	-1	12	-5	20	10	1
O=C(NCCCN1CCCC1=O)C1CCN(S(=O)(=O)c2cccc(C(F)(F)F)c2)CC1	7	2	-7	-13	-12	4	16	-2	-5	-1	4
O=C(Nc1cc(Cl)ccc1O)C1CC(c2ccccc2O)=NO1 (stereo not drawn)	-17	0	-18	6	10	-1	-1	6	11	5	14
Cc1nn2c(C(F)(F)F)c3c(nc2c1-c1ccccc1)CCC3	11	-28	-1	8	-8	4	14	2	1	-1	0
O=C(N/N=C\c1ccccn1)c1ccccc1O	-82	-9	4	-11	5	18	-25	-16	-34	-12	-11
CC(=O)c1ccc(NC(=O)c2ccccc2-c2ccccc2C(=O)O)cc1	2	17	0	14	8	1	3	-12	18	5	7
Cc1noc(C)c1S(=O)(=O)NC(=O)C1(C)CCN1C(=O)C1(c2ccc(Cl)cc2)CCC1 (stereo not drawn)	-10	11	.	20	4	-2	12	2	-20	-5	3
Nc1[nH]c2cc([N+](=O)[O-])ccc2c1-c1ccccn1	-6	12	-15	-67	-7	7	-27	-6	-12	0	-3
O=[N+]([O-])c1ccc(N2CCN(CCO)CC2)cc1Sc1ccccn1	15	8	0	33	0	-1	8	-8	-48	-12	-17
COC(=O)CNc1nc(Cl)nc(Nc2ccc(Cl)cc2)n1	-12	3	-9	-1	4	-10	14	6	10	-8	20
COc1cccc(-c2ccc(C#N)c(SCC(=O)NCc3ccco3)n2)c1	-25	-23	3	-3	-20	-13	-16	-15	-12	0	-9
CCCCNC(=O)C1Cc2cc(S(=O)(=O)N3CCCCC3)ccc2N1C(C)=O (stereo not drawn)	0	11	-4	0	-5	20	-18	13	0	-16	18
O=C(CNC(=O)c1ccc(Cl)cc1)NC(CO)c1ccccc1 (stereo not drawn)	-23	25	4	-12	5	-3	-8	-16	-1	17	-3
CCOC(=O)c1ccc(NC(=O)CC2C(=O)N(c3ccc(F)cc3)C(=O)N2CCC(C)C)cc1 (stereo not drawn)	-11	5	5	13	-20	33	-2	7	-5	-19	-17
COc1cc2[nH]c3ccccc3c2cc1C	-36	0	-6	-22	10	3	-13	-20	0	-9	-16
CC1=CC(C)(C)NC(=S)N1c1ccc2ccccc2c1	10&1	19&4	-10&-14	-23&-1	-5&9	-4&5	18&-11	-17&4	-15&-4	-1&21	-27&-7
COc1ccc(S(=O)(=O)N2CCN(C(=O)[C@H](Cc3ccccc3)NC(=O)c3ccco3)CC2)cc1	-12	6	-42	-16	6	-12	-10	-8	-39	12	-17
O=S(=O)(Nc1ccc(Cc2ccncc2)cc1)c1ccc(Cl)c(Cl)c1	2	-2	2	11	-16	2	41	4	5	7	12
COc1cccc(CNC(=O)C2CCN(S(=O)(=O)c3ccc4c(c3)CCC(=O)N4)CC2)c1	-2	8	2	-3	-7	-4	-16	6	-17	3	5
COc1c2c(nc3occc13)C(CC=C(C)C)(OC)C(OC(C)=O)CC2 (stereo not drawn)	0	23	7	-1	-2	-9	-6	-12	-33	7	10
COc1ccc2c(c1)-c1nc(NC(=O)c3ccco3)sc1CC2	-80	-23	-28	0	4	-6	-42	-58	-19	-47	-51
COc1ccccc1OCCSc1nnc(C)n1-c1ccccc1	6	-8	5	9	7	-6	-5	-11	-6	3	11
CC1CCC(NC(=O)C2c3ccccc3C(=O)N2Cc2ccc3c(c2)OCO3)CC1 (stereo not drawn)	16	-15	-3	-26	5	-20	20	14	-13	3	14
Cc1ccc(C2CC(=O)c3cnn(-c4nc(C)cc(C)n4)c3C2)cc1 (stereo not drawn)	6	-10	4	11	-12	-10	-15	2	16	16	10
CCN(CC)C(=O)c1nc[nH]c1C(=O)N1CCN(c2ccccc2)CC1	-1	0	21	7	-8	0	-12	-2	-3	0	-12
O=C(Nc1cccc(Br)c1)c1ccc(Cl)c(S(=O)(=O)N2CCOCC2)c1	6	77*	6	-6	8	38	45	17	31	59*	21
Cn1c(=O)c2cc(NC(=O)Cc3cccc4ccccc34)ccc2n1-c1ccccc1	-7	6	.	32	-20	16	24	8	5	12	-20
O=C(CSc1nnc(-c2ccccc2Br)o1)Nc1nncs1	-23	32	6	3	6	2	-44	17	-3	6	17
Cc1cc(C(=O)Cn2nnc(-c3ccc(Cl)cc3)n2)c(C)n1-c1ccccc1	15	45	11	3	1	-11	20	5	8	5	16
Cc1c(C)c2ccc(OC(C)C(=O)N3C[C@H]4C[C@@H](C3)c3cccc(=O)n3C4)c(C)c2oc1=O (stereo partly drawn)	3	6	2	-13	0	-2	-12	-12	20	-24	-11
COc1ccccc1-c1noc(CCC(=O)NC2CCCC2)n1	-12	-25	3	16	-12	16	11	-2	14	-20	-3
CC(C)n1cnnc1SCC(=O)NCC(=O)Nc1ccc(F)cc1	10	3	-3	12	-2	2	7	-1	1	-5	-8
CCOC(=O)N1CCN(Cc2nc3ccc([N+](=O)[O-])cc3c(=O)n2-c2cccc(OC)c2)CC1	1	16	-32	18	-17	-4	6	0	-7	15	10
COc1ccc(/C(C)=N/NC(=O)c2sccc2-n2cccc2)cc1	-14	-12	9	-6	-11	7	-4	-10	19	-22	9
CC(C)CCSc1nnc(N)s1	-17	7	-3	-8	9	-1	-7	5	-21	7	3
O=C(O)C(Cc1ccc(O)c([N+](=O)[O-])c1)N1C(=O)c2ccccc2C1=O (stereo not drawn)	3	-12	-9	-10	-12	3	4	-4	6	-2	7
COc1cc(C(=O)NCC(=O)n2nc(C)cc2C)cc(OC)c1OC	2	4	1	0	3	14	-13	2	6	8	-31
CC1(C)Oc2ccc(C(=O)N3CCc4ccccc43)cc2N(CC(=O)N2CCCC2)C1=O	9	0	1	10	-10	-13	13	-19	14	4	-7
Cc1cccc2c1N(CCCOc1ccccc1)C(=O)C2=O	-3	-22	3	5	2	-5	-7	-10	2	0	11
COc1ccc(NC(=O)c2nc[nH]c2C(=O)N[C@@H](C)C(=O)OC(C)(C)C)cc1	-16	-9	4	0	-7	13	8	-6	-12	-13	1
O=C(Nc1ccc(Br)cc1F)C1CC(=O)N(C2CCCCC2)C1 (stereo not drawn)	-1	-9	2	26	-8	-14	7	7	9	5	5
CCOc1cc(N2CCOCC2)c(OCC)cc1NC(=O)C1CC(=O)N(c2ccc(C)cc2)C1 (stereo not drawn)	-7	-14	-6	-9	-2	12	-12	-4	-12	15	-10
